HTR1E agonist = 5-HT1E receptor agonists, primary screen, cell-based, HTS | activation, % at 6 µM | CHO 5-HT1E Ga15 NFAT-bla reporter, FRET; 0% DMSO wells, 100% control agonist wells | 5-hydroxytryptamine receptor 1E (Homo sapiens), P28566 | 0.69% of 65,000 active;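 active means activation above a set limit, the screen-wide mean activation plus 3 SD, cut at about 8.5% in these data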;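 further: 100% = positive control agonist at 1 µM giving full maximal response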
5HT1a antag = human 5-HT1a receptor antagonists, primary screen, cell-based, CHO, Ga15 NFAT-bla reporter | 5-hydroxytryptamine receptor 1A (Homo sapiens), P08908 | CHO 5-HT1a Ga15 NFAT-bla reporter, antagonist mode | inhibition, % at 10 µM | 0.68% of 62,000 active;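 active means inhibition above the mean of all tested compounds plus 3 SD, cut at about 43% in these data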;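 further: receptor stimulated by 5-CT agonist at 100 nM near EC80; beta-lactamase reporter measured by ratiometric fluorescence of a cleavable substrate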
Target sequence (P08908 whole entry, looked up): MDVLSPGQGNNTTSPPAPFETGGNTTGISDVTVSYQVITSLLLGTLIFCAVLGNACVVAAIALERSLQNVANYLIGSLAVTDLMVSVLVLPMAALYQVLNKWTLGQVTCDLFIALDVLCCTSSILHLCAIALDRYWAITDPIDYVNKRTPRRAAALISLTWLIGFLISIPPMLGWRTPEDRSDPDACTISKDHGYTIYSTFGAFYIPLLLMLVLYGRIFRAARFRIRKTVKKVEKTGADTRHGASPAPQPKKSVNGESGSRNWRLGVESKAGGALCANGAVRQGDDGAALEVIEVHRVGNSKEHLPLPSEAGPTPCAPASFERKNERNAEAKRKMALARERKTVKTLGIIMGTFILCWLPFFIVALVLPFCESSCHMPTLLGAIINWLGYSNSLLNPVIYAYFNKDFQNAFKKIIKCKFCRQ
S1P3 ag = human S1P3 receptor agonists, primary screen, cell-based, primary and confirmation, NFAT-BLA reporter; Sphingosine 1-phosphate receptor 3 (Homo sapiens), Q99500; S1P3 NFAT-BLA reporter cells, agonism, FRET ratio; relative to 1 µM S1P, basal subtracted; activation, % at 4.5 µM; 0.1% of 60,000 active;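 active means activation above the screen-wide mean plus 3 SD, cut at about 4.5% in these data, passing the limit was not always enough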; further: some compounds called inactive have numbers as strong as hits
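Assay system: stable CHO line with human S1P3, Gα16, NFAT-BLA reporter; Detection: FRET β-lactamase substrate fluorescence, excitation 405 nm, 460/535 nm emission ratio, background-subtracted; Read-out: percent activation versus median 1 µM S1P response, basal-subtracted, per plate; Incubation: cells plated overnight, compound 4 h 37 °C, substrate 2 h RT.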
S1P1 ag pot = S1P1 agonists and agonism potentiators, primary screen, cell-based, primary and confirmation screens, CRE-bla reporter; S1P1 CRE-bla cells, forskolin, beta-lactamase FRET, potentiator mode; S1P1 agonist co-added at EC20, 2 nM; 100% = saturating reference agonist, 0% = basal; activation, % at 9.5 µM; AID 449, 2006; 0.57% of 56,000 active;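 active means activation above a cutoff set at the mean activation of all tested compounds plus 3 SD, cut at about 54% in these data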;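 further: forskolin at 4 µM as EC80 and the EC20 agonist is SEW2871; 100% = SEW2871 at its EC100 plus forskolin at EC80; some compounds past the cut are filed as inactive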
Target sequence (P21453 whole entry, looked up): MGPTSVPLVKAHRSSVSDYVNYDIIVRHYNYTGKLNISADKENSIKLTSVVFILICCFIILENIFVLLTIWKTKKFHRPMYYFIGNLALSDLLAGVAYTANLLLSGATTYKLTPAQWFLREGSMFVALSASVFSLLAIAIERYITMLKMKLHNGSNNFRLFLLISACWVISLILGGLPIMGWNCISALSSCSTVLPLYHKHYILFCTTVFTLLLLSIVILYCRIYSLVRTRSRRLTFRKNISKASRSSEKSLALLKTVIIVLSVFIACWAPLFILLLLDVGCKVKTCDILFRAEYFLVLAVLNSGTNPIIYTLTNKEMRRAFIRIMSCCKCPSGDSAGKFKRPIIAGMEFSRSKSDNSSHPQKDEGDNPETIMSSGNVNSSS
Jurkat viability = cytotoxicity toward Jurkat T cells, primary screen, cytotoxicity control, cell-based, Jurkat E6.1, 60K MLSMR library | 1.2% of 56,000 active | inhibition, % at 4 µM | Jurkat E6.1 viability, ATP luminescence, 48 h;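 active means inhibition above the mean inhibition of all tested compounds plus 3 SD, cut at about 28% in these data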
5HT1a ag = human 5-HT1a receptor agonists, primary screen, cell-based, CHO, Ga15 NFAT-bla reporter. 0.56% of 65,000 active. CHO 5-HT1a Ga15 NFAT-bla reporter, FRET ratio; 0% basal, 100% maximal reference agonist. AID 567, 2006. 5-hydroxytryptamine receptor 1A (Homo sapiens), P08908. activation, % at 10 µM;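 active means activation above the screen-wide mean activation plus 3 SD, cut at about 19% in these data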;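 further: 0% = DMSO wells and 100% = 5-CT at EC100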
5HT1E antag = 5-HT1E receptor antagonists, primary screen, cell-based, HTS. 0.99% of 65,000 active. CHO 5-HT1E Ga15 NFAT-bla reporter, FRET, antagonist. inhibition, % at 6 µM;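 active means inhibition above a set limit, the mean inhibition across every tested compound plus 3 SD, cut at about 29% in these data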;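 further: signal is the 460 over 535 nm emission ratio of beta-lactamase substrate; 0% = agonist plus DMSO wells and 100% = wells without agonist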
M1 antag = antagonists of rat M1 muscarinic receptor; Muscarinic acetylcholine receptor M1 (Rattus norvegicus), P08482; CHO-M1 cells, Fluo-4 calcium, ACh EC80 antagonist mode; stronger effect = lower value; B-score at 10 µM; 3.4% of 64,000 active; AID 628, 2007;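 active means calcium fluorescence response, raw or row-and-column corrected B-score, differing from the plate sample mean either way at a set confidence level, mostly lower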
M1 agonist = M1 muscarinic receptor agonists, primary screen, CHO-M1 cells, Fluo-4 calcium, agonist mode; 3% of 64,000 active; Fluo-4 calcium fluorescence; stronger effect = higher value; AID 626, 2007; B-score at 10 µM;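 active means fluorescence rise, raw or as B-score row- and column-corrected plate score, outside the 99.7% band of its plate's samples, either direction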
An asterisk follows results filed as active; · = not tested or not shown. Hits appear at their usual frequency; about 8.9% have a hit in one of these screens.

SMILES | S1P1 ag pot | M1 antag | M1 agonist | 5HT1E antag | S1P3 ag | Jurkat viability | 5HT1a antag | 5HT1a ag | HTR1E agonist
COc1ccc(C2C(C(=O)NCCN(C)C)c3cc(OC)c(OC)cc3C(=O)N2C)cc1OC (configuration not stated) | · | 0.17 | 0.23 | -2 | · | · | -4 | -0.5 | 0.3
COCCn1c(=O)c2c(nc3n2CCN3c2ccc(C)cc2)n(C)c1=O | 4 | 0.23 | 0.68 | 4 | -0.4 | 1 | -6 | -1.4 | 0.3
CCOC(=O)c1cn(-c2ccccc2)nc1-c1cccnc1 | · | · | · | 12 | -0.8 | 3 | 2 | -0.1 | 0.4
CCOC(=O)CSc1nc2cc(C(=O)NCc3ccco3)ccc2c(=O)n1C1CCCCC1 | · | 0.11 | -0.23 | -3 | · | · | -1 | -2.4 | -0.5
COc1ccc(Cl)cc1Nc1nc(C)cc(=O)[nH]1 | -21 | 0.29 | -0.11 | 5 | -0.1 | -9 | -8 | 0.4 | -0.5
CCN(CC)C(=O)C1CCN(c2ncnc3c2cnn3-c2ccc(C)cc2C)CC1 | -10 | 0.69 | 0.35 | -7 | -2.1 | · | · | 0.5 | 0.3
Oc1[nH]c2ccccc2c1OCc1ccncc1 | -16 | -1.5 | -0.6 | -1 | -0.6 | 2 | -16 | -4.9 | -0.6
COc1ccc(NC(=O)CSc2nnc(C3CC3)n2N)cc1 | 8 | 1.2 | 0.23 | -2 | 0.4 | -12 | -1 | 2.6 | 0.8
Cc1nc(N)nc(C)c1Cc1ccccc1 | -4 | -0.77 | -0.3 | -1 | -0.7 | 1 | -5 | -1.2 | -0.8
O=C(Nc1cnn(Cc2ccc(Cl)cc2)c1)C1CCCC1 | 22 | 0.13 | 0.082 | 8 | -1.4 | 4 | 4 | -1.2 | -0.3
Cc1ccc(S(=O)(=O)N2CCSC2c2ccco2)cc1 (configuration not stated) | 7 | -0.78 | -0.02 | 10 | -1.2 | -2 | 7 | 1.2 | 0.1
O=C(O)CCC(=O)N(Cc1ccco1)c1nc(-c2ccccc2)cs1 | -6 | 0.78 | -0.21 | -10 | -0.2 | -2 | -5 | -2.1 | 0.3
CCCCc1c(C)nn(-c2nnc3c4ccccc4n(CC)c3n2)c1C | -51 | -2.7* | -0.33 | 7 | -0.2 | 1 | 10 | 1.1 | 0.5
CCOc1cc2[nH]c(=S)n(CCOC)c(=O)c2cc1OCC | · | -0.46 | -0.93 | -1 | · | · | -16 | 1.6 | 0.1
CC(C)OCCCNC(=O)c1cc2c(=O)n(C)c3ccccc3c2n1C | -26 | -0.61 | 1.2 | 4 | -2.0 | 6 | -2 | 0.0 | 0.9
COc1ccc(-c2nnnn2C)cc1S(=O)(=O)NCc1ccccc1 | 1 | -1.5 | 1.2 | 5 | -0.7 | -1 | 2 | 0.9 | 1.3
CC1(c2cccs2)CC(c2cccs2)=C(C#N)C(=O)N1 (configuration not stated) | -4 | 0.16 | 0.22 | 10 | -1.0 | -8 | 0 | -0.1 | -0.1
CCOc1ccc(Cn2nnc(C(=O)NCc3ccccc3)c2N)cc1 | -11 | 1.1 | -1.7 | -4 | -0.6 | 2 | 10 | -0.6 | 0.3
COC(=O)Nc1sc2c(c1C(N)=O)CCCCCC2 | · | -0.27 | 0.64 | 4 | -0.7 | 4 | -10 | -1.4 | 0.5
COc1ccc(C2C3=C(N=C4SCC(=O)N42)c2ccccc2CC3)cc1OC (configuration not stated) | 0 | · | · | -1 | -0.7 | 5 | 10 | -1.9 | 0.8

(more compounds)
SMILES | S1P1 ag pot | M1 antag | M1 agonist | 5HT1E antag | S1P3 ag | Jurkat viability | 5HT1a antag | 5HT1a ag | HTR1E agonist
CCN(CC)C(=O)C1CCCN(Cc2ccc(OC)c(C)c2)C1 (configuration not stated) | -10 | -0.9 | -0.12 | 9 | -1.4 | -4 | 13 | -2.0 | -0.6
O=C(Cc1nc2ccccc2[nH]1)NCc1ccco1 | -62 | 0.62 | -0.42 | -1 | 0.3 | 2 | -17 | 0.4 | 1.3
COC(=O)CSc1nnc(-c2ccoc2C)n1-c1ccc(OC)cc1 | 3 | 0.65 | 0.6 | 2 | -1.2 | -1 | 15 | -2.1 | -1.5
CCn1c(SCC(=O)N2CCN(c3ccccc3)CC2)nnc1-c1cc2cc(Cl)ccc2o1 | · | 0.31 | 0.075 | 7 | -0.6 | 3 | -13 | -0.5 | 0.5
CCn1cc(C(=O)NC2CCCCCC2)c2cc(OC)c(OC)cc2c1=O | · | 0.41 | 0.82 | 9 | · | · | -4 | 2.3 | 0.9
O=C(C1CCCO1)N1CCN(C(c2ccccc2)c2ccccc2)CC1 (configuration not stated) | -1 | 0.46 | 0.98 | -4 | -0.5 | -1 | -5 | 2.1 | -0.7
COC(=O)c1ccc(NC(=O)CN2C(=O)CCC2=O)cc1 | 0 | -0.46 | -0.53 | 6 | 0.4 | 2 | 5 | -1.2 | -1.0
CCCn1cc(SCC(=O)NCc2ccco2)c2ccccc21 | · | -0.17 | -0.32 | 5 | · | · | -4 | -2.0 | -0.2
COc1ccccc1NC(=O)N1CCC(C(=O)c2ccc(F)cc2)CC1 | -7 | · | · | 3 | -0.9 | -2 | -4 | -1.6 | 0.9
CC(C)(C)c1[nH]nc2c1C(c1ccc(OC(=O)c3ccco3)cc1)C(C#N)=C(N)O2 (configuration not stated) | -40 | -0.00086 | 0.25 | -1 | 0.5 | 2 | 14 | -1.6 | 0.8
COc1ccc(N2C(=O)C3CCCN3C2c2ccccc2F)cc1 (configuration not stated) | -1 | 0.75 | 0.36 | 6 | 0.0 | -2 | 0 | -0.9 | 1.0
O=C(CN1CCN(c2ccccc2)CC1)Nc1nnc(-c2ccccc2)s1 | 11 | 0.3 | -0.57 | -15 | 0.8 | -4 | 4 | 1.4 | 0.7
CC(=O)c1c(C)nc2ccc(Br)cc2c1C(=O)O | 2 | 0.023 | 0.32 | 7 | -0.4 | 0 | 3 | 0.0 | 0.8
CCCCN(CC)S(=O)(=O)c1ccc(C(=O)Nc2nnc(-c3ccccc3Cl)o2)cc1 | 38 | -0.9 | -0.14 | 13 | -1.1 | 2 | 15 | -1.2 | 0.7
O=C(Nc1ccccn1)c1ccc2ccccc2n1 | 23 | -0.55 | 0.65 | 5 | -0.8 | 10 | 26 | -2.1 | 0.5
CCN(CC)c1ccc2c(Cl)c(Br)c(=O)oc2c1 | 49 | 0.46 | 38* | 91* | -1.1 | 3 | 95* | -19 | 0.6
Cc1ccc2cc(CN(CC3CCCO3)C(=O)c3ccco3)c(=O)[nH]c2c1C (configuration not stated) | -3 | -0.0064 | -1.6 | 1 | -0.2 | 1 | -8 | -1.5 | -1.3
COc1ccc(NC(=O)CN2CCC(NC(=O)C3CCCCC3)CC2)cc1 | 2 | 1.5 | 0.12 | 18 | 0.0 | 9 | 1 | -1.6 | -0.2
O=C(NCc1ccc(F)cc1)c1c(O)c2cccc3c2n(c1=O)CCC3 | -22 | 1.3 | -0.47 | 4 | -0.5 | 2 | -10 | -1.4 | 0.7
Cc1nc2sc(C(c3cccc(F)c3)N3CCOCC3)c(O)n2n1 (configuration not stated) | 7 | -0.15 | 0.25 | -5 | -0.3 | -10 | 20 | 0.7 | -0.9

(continued)
SMILES | S1P1 ag pot | M1 antag | M1 agonist | 5HT1E antag | S1P3 ag | Jurkat viability | 5HT1a antag | 5HT1a ag | HTR1E agonist
CP(=O)(COC(=O)c1ccccc1)COC(=O)c1ccccc1 | -27 | · | · | -11 | -0.8 | 0 | -9 | -3.5 | 0.3
COc1ccc(N2C(=O)CCC(C(=O)N3CCCCC3)C2c2ccc(OC)c(OC)c2)cc1 (configuration not stated) | · | 0.11 | 0.23 | -4 | · | · | 0 | -1.9 | -0.3
COc1ccc(OC)c(NC(=O)c2cc(-c3ccc(C)cc3O)n[nH]2)c1 | 4 | · | · | 14 | -1.7 | 8 | -2 | -1.2 | 1.4
CC(CC1C(C#N)=C(N)OC2=C1C(=O)CCC2)c1ccccc1 (configuration not stated) | · | 0.4 | -0.062 | 1 | -0.5 | 2 | 4 | -1.6 | -0.4
CCCC(=O)Nc1cccc(NC(=O)c2ccc3c(c2)OCO3)c1 | -11 | 0.14 | 0.28 | 3 | -0.8 | 3 | 5 | -1.3 | 14*
Cc1cc2ccccc2c(=O)n1CC(=O)NCC1COc2ccccc2O1 (configuration not stated) | 24 | -0.19 | 0.67 | 4 | -0.3 | 0 | -11 | -0.2 | -1.0
CCCCC(=O)Nc1cc(C)c2c(=O)oc3ccccc3c2n1 | · | 0.9 | -1 | 1 | · | · | -3 | -0.9 | 0.4
O=C(CN1CCCCC1)N1CCN(C(=O)CN2CCCCC2)CC1 | -16 | · | · | 2 | 0.3 | 5 | -2 | 0.1 | -0.1
Cc1cc(C(F)F)n2nc(C(=O)Nc3c(F)cc(F)cc3Br)nc2n1 | 16 | -0.43 | 0.11 | -7 | -0.7 | -7 | -1 | 2.3 | -0.7
O=C1CCC(=O)N1CCOP1(=O)COc2ccccc2OC1 | -20 | 0.64 | -0.55 | -1 | -1.1 | -8 | 6 | 0.1 | -0.3
Cc1cc(NC(=O)c2ccc(COc3ccc(Cl)c(C)c3)o2)no1 | 5 | 0.001 | -0.044 | 15 | -0.8 | 0 | -3 | -1.1 | 0.3
COC(=O)Nc1ccc2c(c1)ncn2C1CCCCC1 | 21 | -0.52 | -0.19 | 10 | -0.4 | -3 | 10 | -1.4 | 0.4
CN1CCN(C(=O)c2cc3nc(-c4ccc(Cl)cc4)cc(C(F)(F)F)n3n2)CC1 | -16 | 0.87 | -1.7 | 4 | -1.7 | 6 | -1 | 0.5 | 1.0
CCOC(=O)c1c(C)[nH]c(C)c1C(=O)CSc1nnc(-c2ccco2)n1Cc1ccccc1 | 3 | -0.79 | 1.9 | 20 | -0.7 | 2 | 20 | -2.9 | -1.2
CC(=O)OCc1c(COC(C)=O)[n+](=O)c2ccccc2n1[O-] | -2 | -2.6* | -0.069 | -9 | -3.1 | · | · | 2.2 | 0.2
O=C1C2ON(c3ccccc3)C(c3cccnc3)C2C(=O)N1c1ccc(Cl)c(Cl)c1 (configuration not stated) | 4 | -0.39 | -0.038 | 7 | -4.0 | · | · | 0.7 | 0.2
O=C(CCn1c(=O)sc2ccccc21)NCc1ccc2c(c1)OCO2 | · | -0.82 | 0.29 | 5 | · | · | -2 | -1.0 | -0.1
O=C(Nc1cnc2ccccc2c1)C1COc2ccccc2O1 (configuration not stated) | -18 | -0.095 | 0.084 | -8 | -0.8 | 6 | -4 | 0.7 | -0.7
COCCN1C(=O)c2ccc(C(=O)Nc3nccs3)cc2C1=O | -2 | 0.42 | -0.38 | -9 | 0.0 | 0 | -12 | 1.7 | 0.2

Assay outcomes as filed in PubChem.
